# FXIa inh 1536: inhibitors of human coagulation factor XIa | P03951 | purified FXIa, Boc-Glu-Ala-Arg-AMC fluorogenic substrate | inhibition, % at 5 µM | 0.14% of 220,000 active | AID 798;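 active = inhibition of at least 40%; inactive = inhibition below 40%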;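 note: fluorescence of freed AMC excited at 355 nm; 0% = enzyme without compound and 100% = no enzyme blank; many of its hits are not listed in these tables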
# Runt-SMMHC FRET: inhibitors of human RUNX1 Runt domain binding to CBFb-SMMHC | Q01196+Q13951 | Cerulean-Runt/Venus-CBFb-SMMHC FRET ratio 530/480, 1 h | inhibition, % at 20 µM | 0.74% of 220,000 active | AID 1434;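 active = mean inhibition across duplicate retests at 20 µM reaching about 50%, limit read from the data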;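 note: 0% = DMSO wells and 100% = wells with excess untagged CBFb-SMMHC; inhibitors lower the FRET ratio by blocking Runt binding to CBFb-SMMHC; some results filed as inactive read as strong as hits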
# Runt-CBFb FRET: Runt domain-CBFb interaction inhibition; Cerulean-Runt/Venus-CBFb FRET ratio 530/480, 1 h; inhibition, % at 20 µM; 0.46% of 220,000 active; AID 1496;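 active = inhibition over about 50% at 20 µM in the single-dose screen, limit read from the data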;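 note: 0% = DMSO wells and 100% = excess unlabeled CBFb competitor control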
#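 Measured by: fluorescence energy transfer, 422 nm excitation, 530/480 nm emission; Assay system: Cerulean-Runt domain; Medium: Tris pH 7.5 buffer with BSA; Measure: loss of energy transfer signal; Controls: 5 µM unlabeled CBFb as full-inhibition high control; Incubation: protein complex preformed 1 h, compound exposure 1 h, room temperature, dark.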
# Thrombin inh: thrombin (human) inhibition; P00734; alpha-thrombin, Boc-VPR-AMC fluorogenic substrate cleavage; inhibition, % at 5 µM; 0.26% of 220,000 active; AID 1046;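 active = inhibition at or above 40%; inactive = inhibition below 40%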;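 note: 0% = enzyme with no compound and 100% = wells without enzyme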
#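 Test system: human alpha-thrombin protein / Dosing: one concentration per compound, 5 µM, with 0.2% DMSO / Medium: pH 7.5 Tris-saline with Tween 20 / Benchmarks: no-compound enzyme wells and no-enzyme blanks / Read-out basis: percent inhibition of thrombin substrate cleavage / Timing: reaction at room temperature / Measured by: fluorescence, ex 355 nm, em 460 nm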
# KLK5 inh: inhibitors of human kallikrein 5. Q9Y337. 0.59% of 210,000 active. recombinant hK5, fluorogenic AMC substrate cleavage. inhibition, % at 5 µM. AID 873;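 active = inhibition of 40% or more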;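 note: 0% = enzyme controls without compound and 100% = no-enzyme blanks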
# Target sequence (Q9Y337 67-293 limits assumed): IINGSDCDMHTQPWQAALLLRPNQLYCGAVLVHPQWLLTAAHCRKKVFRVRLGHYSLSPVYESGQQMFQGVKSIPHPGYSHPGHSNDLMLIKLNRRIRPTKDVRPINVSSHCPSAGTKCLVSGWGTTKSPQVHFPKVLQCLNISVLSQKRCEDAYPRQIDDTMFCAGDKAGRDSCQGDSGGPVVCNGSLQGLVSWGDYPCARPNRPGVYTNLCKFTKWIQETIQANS
# Wee1 degr inh: blocks degradation of human Wee1 kinase | reporter increase, % at 5 µM | HeLa Luc-Wee1K328M stability, luciferase luminescence; 100% = proteasome inhibitor MG132 effect | P30291 | AID 1321 | 1.2% of 220,000 active;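 active = activation above the mean of all tested compounds plus 3 SD, set per screening run, cut at about 8.8% in these data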;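 note: cells exposed to compound for 20 h before luminescence read; 0% = DMSO alone and 100% = MG132 at 30 µM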
# Target sequence (P30291 whole entry K328M): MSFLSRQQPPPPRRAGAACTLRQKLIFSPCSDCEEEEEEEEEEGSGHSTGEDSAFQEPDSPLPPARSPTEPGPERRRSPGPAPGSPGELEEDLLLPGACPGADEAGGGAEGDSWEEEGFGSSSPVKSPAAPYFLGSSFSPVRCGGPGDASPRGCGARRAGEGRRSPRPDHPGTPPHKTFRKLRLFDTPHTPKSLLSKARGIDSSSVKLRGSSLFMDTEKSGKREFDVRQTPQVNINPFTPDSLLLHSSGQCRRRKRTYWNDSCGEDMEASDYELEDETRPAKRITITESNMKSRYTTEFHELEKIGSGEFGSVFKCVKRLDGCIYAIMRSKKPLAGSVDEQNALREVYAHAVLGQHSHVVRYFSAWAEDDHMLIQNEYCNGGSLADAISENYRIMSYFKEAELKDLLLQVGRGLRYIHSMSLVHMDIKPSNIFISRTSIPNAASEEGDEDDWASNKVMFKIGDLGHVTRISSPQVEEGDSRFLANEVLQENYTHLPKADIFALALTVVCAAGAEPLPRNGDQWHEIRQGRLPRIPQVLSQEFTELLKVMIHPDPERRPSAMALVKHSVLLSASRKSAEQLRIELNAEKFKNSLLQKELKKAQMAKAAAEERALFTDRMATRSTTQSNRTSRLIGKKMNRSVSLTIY
# Hck Nef HTS: blocks Nef-activated human Hck kinase; Recombinant Hck-YEEI plus Nef, Z-Lyte FRET kinase assay; inhibition, % at 20 µM; P08631; 0.68% of 220,000 active;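 active = Hck-Nef kinase inhibition above about 50%, limit read from the data; inactive = inhibition below that limit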;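 note: 0% = DMSO with Hck plus Nef and 100% = Hck alone without Nef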
# 14-3-3 Bad inh: disrupts binding of bovine 14-3-3 zeta to phospho-Bad peptide | TR-FRET 14-3-3zeta/Dy647-pBad peptide displacement, 1 h | inhibition, % at 21.7 µM | 0.71% of 220,000 active | AID 781;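 active = inhibition above about 70%, limit read from the data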;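 note: 0% = full 14-3-3 plus peptide FRET controls and 100% = background without 14-3-3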
# FXIIa inh: blocks human coagulation factor XIIa protease activity; P00748; purified FXIIa, Boc-QGR-AMC fluorogenic substrate, 2 h; inhibition, % at 5 µM; 0.3% of 220,000 active; in the data active = inhibition above about 40%;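 note: 0% = enzyme with no compound and 100% = blank without enzyme; many of its hits are not listed in these tables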
# Starred values were filed as active, the others as inactive; / = no result given; [ ] = another dose, or the depositor's remark.
SMILES,FXIa inh 1536,Runt-SMMHC FRET,Runt-CBFb FRET,Thrombin inh,KLK5 inh,Wee1 degr inh,Hck Nef HTS,14-3-3 Bad inh,FXIIa inh
Cc1c(NC(=S)NC(=O)C2CCCCC2)c(=O)n(-c2ccccc2)n1C,0,7,2,0,-6,4,2,4,6
Cc1cc(NC(=O)C2(c3ccccc3)CCCC2)no1,5,-1,1,0,-4,0,1,-13,11
CC(C)CN(C(=O)c1ccco1)c1nc2ccccc2s1,-6,-7,-2,-12,-5,-2,-8,-2,-3
COc1ccccc1NS(=O)(=O)c1cccc(C(=O)N/N=C/c2ccc(N3CCOCC3)cc2)c1,7,-18,-13,-8,-12,-2,10,3,7
O=C(Oc1ccccc1)c1ccccc1OS(=O)(=O)c1ccccc1,0,-6,4,1,-2,0,17,3,11
COC(=O)c1ccc(Cl)c(NC(=O)CN2CCN(Cc3ccccc3)CC2)c1,-2,0,-2,-2,-13,0,-1,-2,-6
COc1ccccc1CNC(=O)CCN1C(=O)COc2ccccc21,7,-1,-1,1,-7,2,0,-4,12
CN1CCN(C(=O)c2ccc3c(=O)n(Cc4ccc(Cl)cc4)c(=S)[nH]c3c2)CC1,0,15,2,-5,-2,0,0,-17,4
Cc1nn(C)cc1C(=O)/C=C/c1ccc([N+](=O)[O-])cc1,-3,0,2,-9,-1,-4,18,-3,5
N#CC1=C(N)Oc2n[nH]c(CSc3ccccc3)c2C12C(=O)Nc1ccccc12 (stereo not given),2,-2,2,-6,-18,-2,2,-11,12

# A stretch taken from the entries so far, as a working copy:
SMILES,FXIa inh 1536,Runt-SMMHC FRET,Runt-CBFb FRET,Thrombin inh,KLK5 inh,Wee1 degr inh,Hck Nef HTS,14-3-3 Bad inh,FXIIa inh
Cc1nn(C)cc1C(=O)/C=C/c1ccc([N+](=O)[O-])cc1,-3,0,2,-9,-1,-4,18,-3,5
N#CC1=C(N)Oc2n[nH]c(CSc3ccccc3)c2C12C(=O)Nc1ccccc12 (stereo not given),2,-2,2,-6,-18,-2,2,-11,12

# The list goes on:
SMILES,FXIa inh 1536,Runt-SMMHC FRET,Runt-CBFb FRET,Thrombin inh,KLK5 inh,Wee1 degr inh,Hck Nef HTS,14-3-3 Bad inh,FXIIa inh
Cc1cc(-c2nnc(CCC(=O)NC(C)c3ccccc3Cl)o2)no1 (stereo not given),-5,-4,-1,-7,-5,-2,18,-8,5
COc1ccccc1C(=O)N/C(=C\c1ccc(Br)cc1)C(=O)NCC(=O)O,-5,5,0,-4,-27,-2,-1,-12[fluorescence artefact?],5
CCCCOC(=O)C1=C(C)Nc2ncnn2C1c1ccc(OCC)c(OC)c1 (stereo not given),6,-7,-5,5,-9,-3,1,1,18
O=C(CSc1ncccn1)N1CCN(C(=O)CSc2ncccn2)CC1,2,10,-2,0,-7,-1,-5,5,8
Cc1ccc(NC2=NCC(Cc3ccc(Br)cc3)S2)cc1 (stereo not given),-1,-1,0,-9,2,3,13,-1,5
Cc1cc(-c2ccco2)n(-c2ccccc2)n1,0,3,3,1,4,-4,2,-9,2
COc1cc2c(cc1OC)C(c1ccc(N(C)C)cc1)CC(=O)N2 (stereo not given),4,-3,2,1,-4,0,-4,-15,17
Cc1nc(CCNC(=O)Cc2ccccc2)cs1,-8,-2,0,-5,-12,0,1,-3,6
CCCCSc1nnc(-c2ccc(C)cc2)c2ccccc12,1,-3,-4,-10,-15,-1,0,-2,-2
CCOC(=O)CSc1nnc(Cc2ccccc2)n1CC1CCCO1 (stereo not given),1,0,0,-8,-11,-3,-3,0,18
NC(=O)C1CCN(C(=O)Nc2csc3ccccc23)CC1,8,5,0,7,-4,0,4,-4,8
CC(=O)c1cn(CCCCCCCn2cc(C(C)=O)c(=O)[nH]c2=O)c(=O)[nH]c1=O,-6,2,0,-1,-12,-1,3,-5[fluorescence artefact?],7
Cc1cnc(C(=O)OCC(=O)Nc2cccc(S(=O)(=O)N3CCCCC3)c2)cn1,-4,-2,-1,-8,7,-1,1,-3,-7
COc1ccc(-c2cc(-c3nnc(COC(=O)CC4CC5CCC4C5)o3)c3ccccc3n2)cc1OC (stereo not given),17,-37,-16,25,24,1,0,7,42*
O=C(CN1CCN(CC(=O)c2ccc(F)cc2)CC1)Nc1ccccc1Cl,2,2,1,-1,-7,2,-1,1,13
COc1ccc(-c2cc(C(=O)n3cnc4ccccc43)c3ccccc3n2)cc1,3,-2,-1,32,18,-2,1,-4,4
Cn1nnnc1SCCNCc1ccccc1F,-4,0,0,-5,-5,0,-20,14,5
CCOC(=O)N1CCC(Nc2ccc(N3C(=O)C4CCCCC4C3=O)cc2[N+](=O)[O-])CC1 (stereo not given),2,-4,-7,-3,/,1,-17,6,3
O=C(CCc1nnc(Cc2c[nH]c3ccccc23)o1)NC(C1CC1)C1CC1,-6,/,/,-14,-4,-1,21,-8,2
Fc1c(F)c(F)c(CSc2nc3ccccc3[nH]2)c(F)c1F,-7,1,-2,10,4,2,0,3,-6
Clc1ccc(-c2nnc3n2CCCCC3)cc1,-2,-6,0,1,-4,-2,2,4,11
O=C(COC(=O)CNC(=O)C1CCCCC1)Nc1ccc2ccccc2c1,2,2,0,-19,6,2,-17,4,-5
O=c1c2ccccc2cnn1Cc1n[nH]c(=S)n1-c1ccc(F)c(Cl)c1,-2,11,9,4,-5,-1,5,-14,9
Cc1cc(-c2ccccc2)n(-c2ccc(C(N)=O)cc2)n1,-6,-2,2,-9,-5,0,1,-3[fluorescence artefact?],-2
CN(/N=C/c1ccc(O)cc1O)c1ncc(C(F)(F)F)cc1Cl,0,1,0,-7,-1,1,21,-16,7
CCOCCCNC(=O)C1CCN(S(=O)(=O)N2CCCC2)CC1,4,-5,1,-1,3,-2,24,-4,11
COc1ccccc1/C=C/C=N/N1CCN(Cc2ccc(Cl)cc2)CC1,3,7,5,3,3,-1,3,74*,6
CCCCc1c(O)nc(SCC(=O)O)[nH]c1=O,0,2,0,-3,4,1,18,-12,10
Cc1ccc(N2CC(C(=O)Nc3nnc(SCC(=O)Nc4cc(C)on4)s3)CC2=O)cc1 (stereo not given),3,-5,-5,-7,-13,1,9,-3,7
O=C(c1ccccc1NS(=O)(=O)c1cccc([N+](=O)[O-])c1)N1CCOCC1,4,-3,0,5,0,1,0,24,19
CN(C)c1ccc(/C=N/NC(=O)CN2CCN(c3ccc(F)cc3)CC2)cc1,9,-7,1,-4,-14,0,2,-25,16
CCn1c(SCC(=O)N2CCN(c3ccccc3)CC2)nnc1-c1ccncc1,4,0,-2,-3,-1,5,14,10[fluorescence artefact?],6
Nc1nc(SCC(=O)Nc2ccccc2Oc2ccccc2)n[nH]1,3,-2,0,-6,-7,-1,3,-6,11
Cc1cc(C)n2c(SCC(=O)Nc3ccc(Cl)cn3)nnc2n1,6,-14,-1,-8,-8,0,3,7,8
CCn1nc(C)c(Oc2ccccc2O)c1C,0,0,-1,-5,5,0,4,38,0
CS(=O)(=O)N1CCN(C(=O)NC23CC4CC(CC(C4)C2)C3)CC1,1,2,-1,2,-15,1,2,-6[fluorescence artefact?],10
CCOc1ccc2nc(Cl)c(CN(C(C)=O)C3CCCCC3)cc2c1,0,/,/,-7,4,-2,23,-6,9
COc1cccc(-c2nnc(SCCOc3ccc4c(C)cc(=O)oc4c3)o2)c1,-11,-1,-2,-1,-39,9.5*,4,-2,-8
O=S(=O)(Nc1cccc(-c2nnco2)c1)c1ccc(Cl)cc1,0,-4,0,-2,-2,-1,10,-5,7
O=[N+]([O-])c1ccc(N/N=C2/CCCCC2c2ccccn2)c([N+](=O)[O-])c1 (stereo not given),2,5,15,0,0,-3,1,5,15

# Full records, quoted from the list. Order of screens: FXIa inh 1536, Runt-SMMHC FRET, Runt-CBFb FRET, Thrombin inh, KLK5 inh, Wee1 degr inh, Hck Nef HTS, 14-3-3 Bad inh, FXIIa inh
# O=[N+]([O-])c1ccc(N/N=C2/CCCCC2c2ccccn2)c([N+](=O)[O-])c1 (stereo not given) is entered as 2, 5, 15, 0, 0, -3, 1, 5, 15
# Nc1nc(SCC(=O)Nc2ccccc2Oc2ccccc2)n[nH]1 is entered as 3, -2, 0, -6, -7, -1, 3, -6, 11

# Additional entries follow:
SMILES,FXIa inh 1536,Runt-SMMHC FRET,Runt-CBFb FRET,Thrombin inh,KLK5 inh,Wee1 degr inh,Hck Nef HTS,14-3-3 Bad inh,FXIIa inh
Cc1c(C(=O)NC(C)c2ccccc2)c(-c2ccccc2)nn1-c1ccccc1 (stereo not given),8,-3,-2,4,-6,-2,-1,0,13
COCCNC(=O)CSc1ncnc2sccc12,7,-2,-1,3,-14,-1,-1,-1,13
CCN(CC(=O)Nc1ccc(Cl)c(S(=O)(=O)N(C)C)c1)CC(=O)NC(C)C,-4,-3,0,-2,-8,0,22,-5,-8
CCc1cc(SC#N)cc(C)c1N,2,-2,5,-6,7,-1,-1,-14,7
O=C(O)COc1ccccc1/C=C1\SC(=Nc2ccc(F)cc2)N(c2ccc(F)cc2)C1=O,-1,-4,-2,-5,0,1,-4,1,3
COCCCNC(=O)C1CCCN(S(C)(=O)=O)C1 (stereo not given),-2,-4,-4,-1,-9,1,-2,1,4
CCOC(=O)C1(Cc2ccc(OC)cc2)CCN(C(=O)c2csc(C)n2)CC1,0,1,0,0,/,-2,5,-7,10
CCOc1ccc(OCC)c(NC(=O)C2CCCN(S(=O)(=O)c3c(C)noc3C)C2)c1 (stereo not given),-11,1,2,-1,-22,-1,2,-2,-2
N#Cc1cc(-c2ccccc2)cnc1Sc1ccc(Cl)cc1,-3,6,2,-5,-8,-3,1,-3,11
CCC(=O)Oc1ccc2c(=O)c(-c3ccc4ccccc4n3)c(CC)oc2c1C,22,-4,0,3,-3,0,2,20,25
O=C(NCCc1ccccc1)c1ccccc1NC(=O)C1CC=CCC1C(=O)O (stereo not given),12,1,0,0,-9,2,4,21,12
COc1ccc(OCCCC(=O)Nc2cccc([N+](=O)[O-])c2C)cc1,14,-4,0,6,0,2,1,7,9
CCOC(=O)c1cnc(-c2ccccc2)nc1-c1ccccc1,-6,1,0,1,12,2,24,1,3
O=C(C1CCC1)N1CCc2cc(S(=O)(=O)N3CCN(c4ccccn4)CC3)ccc21,-8,-2,0,-2,-6,-3,-4,6,-1
Cc1csc2ncc(C(=O)N(Cc3ccccc3)c3ccccn3)c(=O)n12,-3,0,0,1,1,-2,0,5,9
N#Cc1c2c(c(NCCN3CCOCC3)n3c1nc1ccccc13)CCCC2,6,111*,50*,1,-20,-1,31,-5,18
COc1ccc(-c2cc(C#N)nc(Cl)n2)cc1,-3,-1,2,2,-2,-1,-9,1,-2
COc1ccccc1NC(=S)N(CCc1c(C)[nH]c2ccccc12)Cc1cccs1,4,0,2,-2,4,-3,25,11,20
COC(=O)C1=NN(C(=O)c2ccc(Cl)cc2)C(O)(c2ccccc2)C1 (stereo not given),9,-14,-3,2,-53,-1,-1,3,12
COC(=O)c1ccc(COC(=O)c2ccccc2OC)cc1,10,-4,0,-13,0,-2,3,0,12
COc1cccc(C(=O)O/N=C(\N)c2ccncc2)c1,2,-4,-2,-3,1,-1,-1,2,4
CCOc1ccc(N=Cc2c(O)cc(C)oc2=O)cc1,16,-2,0,-7,-22,-3,-1,1,19

# Assay outcomes as filed in PubChem.
